Bioassay records (PubChem)
GSK3 alpha inh: blockers of GSK3A enzyme activity – biochemical, luminescence, cell-free homogeneous, HTS, primary screen | Glycogen synthase kinase-3 alpha (Homo sapiens), P49840 | GSK-3 alpha kinase, ADP-Glo luminescence, 60 min | inhibition, % at 10 µM | hit rate 0.1% among 320,000;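 in the data active means inhibition above about 50%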;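 further: GST-tagged GSK-3 alpha with peptide substrate and 25 µM ATP; 0% = DMSO neutral wells and 100% = GW8510 positive control wells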
KCNK9 inh: KCNK9 potassium channel inhibitors, primary screen, HEK293 cells, thallium flux; hit rate 1.2% among 310,000; Potassium channel subfamily K member 9 (Homo sapiens), Q9NPC2; FluxOR thallium flux fluorescence; hits give low values; AID 488922, 2010; B-score at 10 µM;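 active means ratio B-score over 3 SD below the library mean, with starting fluorescence within 5 SD of its mean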;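 further: negative B-score means less thallium flux so channel inhibition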
Target sequence (Q9NPC2 whole entry, looked up): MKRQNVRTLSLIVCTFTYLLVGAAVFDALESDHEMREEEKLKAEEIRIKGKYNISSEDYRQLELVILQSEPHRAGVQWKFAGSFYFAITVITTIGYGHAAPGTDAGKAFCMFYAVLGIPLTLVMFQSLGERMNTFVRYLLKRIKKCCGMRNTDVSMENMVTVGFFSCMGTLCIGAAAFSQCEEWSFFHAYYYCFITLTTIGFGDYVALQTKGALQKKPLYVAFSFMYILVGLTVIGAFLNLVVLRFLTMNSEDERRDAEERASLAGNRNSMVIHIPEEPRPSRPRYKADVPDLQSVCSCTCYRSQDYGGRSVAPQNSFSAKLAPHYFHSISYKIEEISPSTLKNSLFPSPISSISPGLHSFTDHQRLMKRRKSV
HDAC3 inh: HDAC3 deacetylase inhibitors, primary screen, biochemical, fluorescence, cell-free homogeneous. Histone deacetylase 3 (Homo sapiens), O15379. recombinant HDAC3, fluorogenic peptide/trypsin coupled. inhibition, % at 8.3 µM. hit rate 0.15% among 320,000. AID 2718, 2010; in the data active means inhibition above about 26%, passing the limit was not always enough; inconclusive means no clear call, values can overlap the other calls
KCNK3 inh: human KCNK3 channel inhibitors, primary screen, CHO cells, FluxOR thallium flux, B-score; FluxOR fluorescence; hits give low values; B-score at 10 µM; hit rate 0.84% among 340,000; Potassium channel subfamily K member 3 (Homo sapiens), O14649;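 active means B-score under library mean minus 4 SD, starting fluorescence ratio at most library mean plus 5 SD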;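 further: more negative B-score means stronger inhibition of thallium flux through KCNK3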
Target sequence (O14649 whole entry, looked up): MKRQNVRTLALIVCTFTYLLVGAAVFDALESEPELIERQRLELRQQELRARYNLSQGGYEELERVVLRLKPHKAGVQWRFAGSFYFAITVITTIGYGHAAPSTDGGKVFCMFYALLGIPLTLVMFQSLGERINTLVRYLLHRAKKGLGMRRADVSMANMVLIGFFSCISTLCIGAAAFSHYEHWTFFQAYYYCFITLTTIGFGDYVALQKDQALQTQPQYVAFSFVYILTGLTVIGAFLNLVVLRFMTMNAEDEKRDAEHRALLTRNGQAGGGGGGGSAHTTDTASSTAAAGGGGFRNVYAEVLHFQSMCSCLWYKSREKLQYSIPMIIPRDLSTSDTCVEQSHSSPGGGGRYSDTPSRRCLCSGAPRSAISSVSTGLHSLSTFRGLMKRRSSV
hERG rescue: hERG rescue from dofetilide block, primary screen, cell-based, CHO-hERG, FluxOR thallium flux, dofetilide IC70; Voltage-gated inwardly rectifying potassium channel KCNH2 (Homo sapiens), Q12809; dofetilide IC70 present; activation (rescue from dofetilide block), less the hit threshold, % at 10 µM; hit rate 0.51% among 310,000;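 active means activation above the mean of controls blocked by dofetilide plus 5 SD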;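 further: thallium influx through hERG after potassium depolarization seen as dye fluorescence rise; in these data hits start at about 4.7%; inactives centre near -7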
PolyA inhibitor: polyadenylation inhibitors in yeast reporter cells, primary screen, luminescence, S. cerevisiae. S. cerevisiae SKY197-pL101 polyadenylation reporter, beta-gal luminescence; efflux-impaired pdr1/pdr3 knockout yeast; score 100 = 6 SD above DMSO. calls only at 12 µM. hit rate 0.02% among 300,000;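 active means lowest replicate activity score at least 50, where 100 means six control SD above control mean; inconclusive means lowest score under 50 but half or more replicates reach 50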;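 further: yeast exposed to compound for 9 h at 30 °C; higher score means more reporter readthrough which indicates perturbed polyadenylation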
KCNQ1 act: potentiators or activators of KCNQ1 channel, primary screen, cell-based, thallium flux, high-throughput | Potassium voltage-gated channel subfamily KQT member 1 (Homo sapiens), P51787 | CHO-K1 KCNQ1, thallium flux FluxOR fluorescence; hits give high values | B-score at 10 µM | hit rate 0.35% among 310,000;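 active means fluorescence ratio B-score, a plate-corrected score, at least three library SD, with initial intensity B-score within 5 SD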
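Schedule – 37 °C overnight plating, 90-min dark dye load, 20-min compound pretreatment · System – stable KCNQ1 CHO-K1 line · Probe or stimulus – thallium- and potassium-containing depolarizing buffer · Measured by – kinetic FluxOR fluorescence, 10 s baseline plus 110 s post-stimulus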
GSK3beta inhib: human GSK3beta kinase inhibitors, primary screen, biochemical, cell-free homogeneous, HTS; hit rate 0.038% among 300,000; activity score (negative = inhibition), % at 10 µM; Glycogen synthase kinase-3 beta (Homo sapiens), P49841; AID 2097, 2009; GST-GSK3beta kinase, ADP-Glo luminescence, 60 min; hits give low values;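 active means more than half of replicate wells score below -50%, meaning over 50% inhibition versus plate controls; inconclusive means some replicates but at most half score below -50%; inactive means no replicate scores below -50%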;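 further: 0% = median DMSO wells and -100% = median GW8510 positive control wells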
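Test system: GST-fused GSK3beta enzyme, cell-free | Quantity: 1.6 ng GST-GSK3beta enzyme per well | Reagent: 25 µM ATP with peptide substrate | Schedule: 60 min enzyme reaction, room temperature | Signal: Luminescent ADP-Glo measurement of ADP formed | Read-out basis: Score relative to plate controls | Control set: DMSO and 20 µM GW8510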
KCNQ1 inh: inhibitors of human KCNQ1 channel, primary screen, cell-based, thallium flux, high-throughput; CHO-K1 KCNQ1, FluxOR thallium flux fluorescence; hits give high values; B-score at 10 µM; Potassium voltage-gated channel subfamily KQT member 1 (Homo sapiens), P51787; hit rate 1.3% among 310,000;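 active means compounds whose thallium flux B-score, printed positive for inhibition, exceeds three library SD while starting fluorescence stays within three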;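 further: channel opened by potassium depolarization with thallium stimulus after 20 min compound exposure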
DYRK1A inh: rat Dyrk1A kinase inhibitors, primary screen, biochemical, single point, plate reader | Dual specificity tyrosine-phosphorylation-regulated kinase 1A (Rattus norvegicus), Q63470 | ADP-Glo luminescence, NFATc1 peptide | inhibition, % at 12.5 µM | hit rate 0.43% among 310,000; in the data active means inhibition above about 50%;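 further: plate controls were vehicle with enzyme for no effect and no enzyme for full effect; many of its hits are not listed in these tables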
RGS4 pot: RGS4 potentiators or activators, primary screen, cell-based, HEK293 M3R inducible RGS4, calcium flux; carbachol calcium flux Fluo4; hits give low values; B-score at 10 µM; hit rate 0.92% among 310,000; AID 463111, 2010;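 active means B-score of the integrated calcium signal more than 4 SD below the library mean, with starting fluorescence not abnormally high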;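 further: negative B-score means reduced calcium response which marks RGS4 activation or potentiation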
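Material: Inducible-RGS4 HEK293 cells carrying M3 receptor; also added: carbachol at ECmax as muscarinic agonist stimulus; incubation: compound preincubation 20 min at room temperature before agonist; signal: Fluo4-AM (2 µM) calcium-flux fluorescence, kinetic read; measure: integrated calcium ratio converted to B score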
* marks the source's active call; other numbers are inactive results; i = inactive; ? = inconclusive; · = no result given.

SMILES	GSK3 alpha inh	KCNK9 inh	HDAC3 inh	KCNK3 inh	hERG rescue	PolyA inhibitor	KCNQ1 act	GSK3beta inhib	KCNQ1 inh	DYRK1A inh	RGS4 pot
COc1ccc(CCn2c(=N)c(C(=O)NCc3ccco3)cc3c(=O)n4ccccc4nc32)cc1	-1	i	-4	i	-30	i	i	5	i	-4	i
COc1ccc(/C=C/c2nnc(NC(=O)COc3ccccc3)s2)cc1	1	i	-3	i	-3	i	i	-2	i	-3	i
Cc1ccc(-c2nn(-c3ccccc3)cc2C(=O)NCCCN2CCCC2=O)cc1	1	i	3	i	-11	i	i	1	i	0	i
CC1(C)CC(=O)C2=C(C1)NC(=O)CC2c1ccccc1F (configuration not stated)	4	i	-3	i	-9	i	i	6	i	5	i
Cc1ccc(CCN2CC(C(=O)NCCCN(C)Cc3ccccc3)CC2=O)cc1 (configuration not stated)	1	i	-4	i	-7	i	i	-1	i	9	i
Cc1cccc(C(=O)N2CCc3ccccc3C2)c1[N+](=O)[O-]	1	i	-2	i	-4	i	i	-3	i	0	i
Cn1c(CN2CCCC2)nc2cc(NC(=O)COc3ccccc3)ccc21	0	i	0	i	-7	i	i	0	i	0	i
O=C1OC(c2cccc([N+](=O)[O-])c2)C2(CCCC2)C(=O)C12CCCCC2 (configuration not stated)	-1	i	2	i	-9	i	i	0	i	-5	i
Cn1c(SCC(=O)c2ccccc2)nnc1-c1cnccn1	-1	i	2	i	-3	i	i	1	i	-7	i
O=C(O)c1ccccc1-c1ccccc1C(=O)NCCc1ccccc1	-4	i	-1	i	-6	i	i	1	i	1	i
CCCCc1ccc(NC(=S)NCC2CCCO2)cc1 (configuration not stated)	1	i	0	i	-9	i	i	-1	i	3	i
COc1ccc(C[C@@H]2CN3C(=NC[C@@H]3Cc3ccc(O)cc3)N2C[C@H](C)NC(=O)CCC2CCCCC2)cc1	-1	i	1	i	-15	i	i	-6	i	·	i
CN(C(=O)COc1ccc(C(C)(C)C)cc1)C1CCS(=O)(=O)C1 (configuration not stated)	0	i	5	i	-3	i	i	3	i	9	i
CN1C(=O)C(CC(=O)Nc2ccccc2)S/C1=N/c1nccs1 (configuration not stated)	0	i	1	i	-7	i	i	0	i	-2	i
Cc1nnc2ccc(N3CCN(c4cccc(C(F)(F)F)c4)CC3)nn12	-3	i	7	i	-12	i	i	0	i	1	i
Cc1cc(C)cc(N(CC(=O)NCC2CCCO2)S(=O)(=O)c2c(C)noc2C)c1 (configuration not stated)	-1	i	-7	i	-2	i	i	1	i	4	i
CNC(=O)c1ccc(NC(=O)c2cccc(C(F)(F)F)c2)cc1	2	i	-2	i	-11	i	i	-1	i	0	i
CC(C)C(=O)Nc1ncc(Cc2ccc(Cl)cc2)s1	13	i	7	i	-9	i	i	-1	i	-4	i
CCn1nc(C)cc1C(=O)N1CCCC(C(=O)c2ccc(OC)cc2C)C1 (configuration not stated)	5	i	0	i	-12	i	i	-2	i	2	i
O=C(O)C1CCN(C(=O)CSc2nc3cc(Cl)ccc3c(=O)n2Cc2ccccc2)CC1	-3	i	0	i	-9	i	i	·	i	0	i
CN(Cc1ccc2nonc2c1)Cc1nc(Cc2cccc(F)c2)no1	-3	i	6	i	-8	i	i	1	i	-2	i
CN1CCN(S(=O)(=O)c2cc([N+](=O)[O-])ccc2N/N=C/c2ccc(Cl)cc2)CC1	0	i	-4	i	-9	i	i	-2	i	-2	i
CC1(C)CC(=O)CC(C)(C)N1OC(=O)c1ccco1	2	i	1	i	-10	i	i	2	i	-10	i
C=CCn1c(Cc2ccc(OC)cc2)nnc1SCC(=O)NCCc1ccccc1	-2	i	-4	i	-12	i	i	-3	i	-1	i
O=C(CSc1cn(CCNC(=O)c2ccccc2)c2ccccc12)NCC1CCCO1 (configuration not stated)	-2	i	-4	i	-8	i	i	4	i	5	i
CC1CC(C)CN(S(=O)(=O)c2ccc3c(c2)NC(=O)C(C)C(=O)N3)C1 (configuration not stated)	-1	i	?	i	-2	i	i	2	i	-1	i
Cc1cc(SCC(=O)OCC(=O)N(C)c2ccccc2)nc2ccccc12	-2	i	9	i	-12	i	i	2	i	-5	i
CC(=O)Nc1sc2c(c1C(c1ccc(Cl)cc1)N1CCOCC1)CCCC2 (configuration not stated)	-3	i	1	i	-9	i	i	0	i	-2	i
COCCN1Cc2cccc(C(=O)NC(C)CCc3ccco3)c2C1=O (configuration not stated)	·	i	-3	i	-5	i	i	1	i	0	i
COc1ccc(N(CC(=O)NC(C)(C)C)C(=O)CCC(=O)Nc2nccs2)cc1	·	i	-2	i	1	i	i	-2	i	0	i

Complete entries, quoted from the list. Order of values: GSK3 alpha inh, KCNK9 inh, HDAC3 inh, KCNK3 inh, hERG rescue, PolyA inhibitor, KCNQ1 act, GSK3beta inhib, KCNQ1 inh, DYRK1A inh, RGS4 pot
`CC(=O)Nc1sc2c(c1C(c1ccc(Cl)cc1)N1CCOCC1)CCCC2` (configuration not stated) in the list: -3, i, 1, i, -9, i, i, 0, i, -2, i
`COc1ccc(N(CC(=O)NC(C)(C)C)C(=O)CCC(=O)Nc2nccs2)cc1` in the list: ·, i, -2, i, 1, i, i, -2, i, 0, i

The list goes on.
SMILES	GSK3 alpha inh	KCNK9 inh	HDAC3 inh	KCNK3 inh	hERG rescue	PolyA inhibitor	KCNQ1 act	GSK3beta inhib	KCNQ1 inh	DYRK1A inh	RGS4 pot
CCN1C(=O)/C(=c2\o/c(=C3\C=Cc4ccccc4N3CC)c(=O)n2CC)SC1=S	·	i	·	i	-13	i	i	0	i	0	i
N#CCCN1CCN(C(=S)c2ccc(-c3ccc(Cl)cc3)o2)CC1	2	i	1	i	-11	i	i	-4	i	-6	i
N#CCCN(CCC#N)C(=S)NC1CC2C=CC1C2 (configuration not stated)	3	i	1	i	-3	i	i	3	i	2	i
Nc1nnnn1/N=C/c1ccccc1OCc1ccccc1	-1	i	2	i	-4	i	i	1	i	3	i
CN(C)S(=O)(=O)c1ccc(Cl)c(NC(=O)CN2CCCCCC2)c1	0	i	4	i	-6	i	i	-2	i	·	i
COc1ccccc1C(=O)Nc1ccc2c(c1)nc(CN1CCN(C(C)=O)CC1)n2C	-1	i	?	i	-14	·	i	-1	i	-6	i
COc1cc(/C=C2/SC(=S)N(Cc3ccccc3)C2=O)ccc1O	-4	i	11	i	-3	i	i	-3	i	-1	i
COc1ccc(-c2coc3cc4oc(=O)c(CC(=O)O)c(C)c4cc23)cc1	·	i	·	i	-6	i	i	3	i	0	i
O=C(NCCc1nc(-c2ccccc2)cs1)c1ccc(Br)cc1	0	i	10	i	-7	i	i	4	i	6	i
O=C(NC1CCCCC1)C(c1ccccc1)N(Cc1cccnc1)C(=O)c1csnn1 (configuration not stated)	0	i	-6	i	-9	i	i	·	i	-9	i
Cc1ccsc1C(=O)Nc1nnc(-c2ccco2)o1	·	i	12	i	-12	i	i	1	i	0	i
CC(=O)Nc1ccc(NC(=O)c2ccc(NS(=O)(=O)c3cccc4cccnc34)cc2)cc1	-1	i	8	i	-2	i	i	1	i	-4	i
COc1ccc([N+](=O)[O-])cc1NC(=O)c1ccc(C)o1	-1	i	?	i	-4	i	i	-1	i	0	i
COc1ccc2[nH]c(=O)c(CN(C(=O)NC3CCCCC3)C3CCCCC3)cc2c1	2	i	-10	i	-11	i	i	1	i	-5	i
Cc1ccc([N+](=O)[O-])cc1NC(=O)c1ccc2c(c1)OCO2	0	i	-2	i	-6	i	i	0	i	1	i
O=C1C2C3C=CC(C3=C3CCCCC3)C2C(=O)N1Cc1ccccc1 (configuration not stated)	2	i	1	i	-4	i	i	6	i	-4	i
Cc1cccc(C)c1OCC(=O)NNC(=O)c1ccoc1C	3	i	1	i	1	i	i	-3	i	-9	i
Nc1ccc(C(=O)N/N=C/c2cccc(Oc3ccccc3)c2)cc1	3	i	6	i	-13	i	i	1	i	-1	i
COC(=O)c1ccc(CNC(=O)c2ccc(NS(=O)(=O)c3ccc4[nH]c(=O)[nH]c4c3)cc2)cc1	0	i	5	i	-9	i	i	-2	i	-2	i
Cc1ccc(S(=O)(=O)Nc2ccc(S(=O)(=O)NCC3CCCO3)cc2)cc1 (configuration not stated)	-1	i	4	i	-4	i	i	3	i	0	i
O=S1(=O)CCN(Cc2ccc(Cl)c(Cl)c2)CC1	-4	i	-3	i	-8	i	i	-1	i	-7	i
CCOC(=O)N1CCN(C(=O)c2ccc(OCC)c(OCC)c2)CC1	-2	i	1	i	-11	i	i	2	i	3	i
Cc1ccc(NC(=O)CS(=O)CC(=O)N(CC(=O)NC2CCCC2)c2cccc(C)c2C)cc1 (configuration not stated)	-1	i	0	i	-11	i	i	3	i	3	i
CCOC(=O)C(/C=C(\C#N)C(=O)OCC)=C(/N)N1CCN(c2ccc(Cl)cc2)CC1	·	i	11	i	-11	i	i	0	i	-2	i
COc1ccc(CN2CC[C@@H](N3CCOCC3)[C@H](O)C2)cc1F	1	i	0	i	-5	i	i	-1	i	-1	i
Cc1ccc(CC(NC(=O)c2ccccc2)C(=O)NC(Cc2ccccc2)C(=O)O)cc1 (configuration not stated)	-4	i	1	i	-4	i	i	1	i	-2	i
COc1ccc(NC(=S)NCc2cccs2)cc1	0	i	1	i	-11	i	i	-1	i	-5	i
O=C(C[n+]1cc(Br)cc(Br)c1)c1cccc([N+](=O)[O-])c1	·	i	9	i	-8	i	i	-5	i	8	i
COc1cc(C(=O)ON=C2C=C(C)C(=O)C(C)=C2)cc(OC)c1OC	0	i	20	i	-13	i	i	1	i	-5	i

A portion of the library, so the mix of outcomes need not match the whole.
